Screening data: PubChem, several laboratories
SRC1 inh: SRC1 coactivator transcriptional activity inhibitors, primary screen, cell-based, luminescence | Nuclear receptor coactivator 1 (Homo sapiens), Q15788 | HEK293 GAL4-SRC1 luciferase reporter | inhibition, % at 3.6 µM | hit rate 0.12% among 360,000 | AID 588354, 2011;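 active means inhibition above the campaign mean plus 3 SD, with each screening campaign given its own cutoff, cut at about 60% in these data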;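 further: 0% = DMSO treated cells and 100% = gossypol at 36 µM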
Target sequence (Q15788 whole entry, looked up, the tested form may be a part): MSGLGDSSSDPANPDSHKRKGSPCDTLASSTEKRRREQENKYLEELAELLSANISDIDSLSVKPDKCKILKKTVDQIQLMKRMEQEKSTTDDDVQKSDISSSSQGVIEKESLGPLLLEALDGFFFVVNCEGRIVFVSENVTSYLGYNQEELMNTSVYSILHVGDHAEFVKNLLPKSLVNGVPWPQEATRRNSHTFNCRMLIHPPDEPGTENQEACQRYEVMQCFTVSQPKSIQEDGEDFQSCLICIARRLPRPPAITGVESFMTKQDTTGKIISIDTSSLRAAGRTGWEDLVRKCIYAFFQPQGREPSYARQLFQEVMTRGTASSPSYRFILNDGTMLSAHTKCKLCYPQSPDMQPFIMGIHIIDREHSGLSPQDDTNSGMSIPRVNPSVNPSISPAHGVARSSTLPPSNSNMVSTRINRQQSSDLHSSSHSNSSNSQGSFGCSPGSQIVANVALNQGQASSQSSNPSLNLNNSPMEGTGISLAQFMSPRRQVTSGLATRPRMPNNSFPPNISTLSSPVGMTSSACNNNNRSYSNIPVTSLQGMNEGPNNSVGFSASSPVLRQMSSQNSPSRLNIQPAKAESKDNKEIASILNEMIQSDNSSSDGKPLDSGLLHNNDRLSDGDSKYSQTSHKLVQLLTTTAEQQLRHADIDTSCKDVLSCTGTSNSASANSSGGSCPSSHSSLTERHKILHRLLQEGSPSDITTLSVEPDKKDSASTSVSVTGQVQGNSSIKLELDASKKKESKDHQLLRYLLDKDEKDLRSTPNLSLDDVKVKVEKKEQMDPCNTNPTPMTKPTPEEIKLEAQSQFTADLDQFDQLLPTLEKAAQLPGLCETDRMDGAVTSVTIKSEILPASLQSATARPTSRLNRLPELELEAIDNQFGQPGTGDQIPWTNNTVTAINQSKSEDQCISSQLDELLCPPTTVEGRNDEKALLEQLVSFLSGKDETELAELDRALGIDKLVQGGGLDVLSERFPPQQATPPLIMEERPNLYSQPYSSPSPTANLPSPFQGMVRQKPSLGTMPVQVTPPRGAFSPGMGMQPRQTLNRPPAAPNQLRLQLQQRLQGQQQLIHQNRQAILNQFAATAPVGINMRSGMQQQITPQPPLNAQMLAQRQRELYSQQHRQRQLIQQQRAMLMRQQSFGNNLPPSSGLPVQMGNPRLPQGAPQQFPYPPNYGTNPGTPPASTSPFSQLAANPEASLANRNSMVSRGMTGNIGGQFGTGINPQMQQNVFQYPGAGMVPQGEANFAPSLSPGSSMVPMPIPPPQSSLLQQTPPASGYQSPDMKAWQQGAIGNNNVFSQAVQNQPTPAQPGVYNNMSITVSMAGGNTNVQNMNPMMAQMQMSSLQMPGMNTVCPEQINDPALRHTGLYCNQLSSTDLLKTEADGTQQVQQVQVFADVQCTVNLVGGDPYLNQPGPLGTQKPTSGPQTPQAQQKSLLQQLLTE
SRC3 inh: SRC3 coactivator transcriptional activity inhibitors, primary screen, cell-based, luminescence | hit rate 0.17% among 360,000 | HEK293 GAL4-SRC3 luciferase reporter | Nuclear receptor coactivator 3 (Homo sapiens), Q9Y6Q9 | AID 588352, 2011 | inhibition, % at 3.6 µM;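 active means inhibition above a per-campaign cutoff, the mean of all compounds plus 3 SD, cut at about 60% in these data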;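 further: 0% = DMSO-treated cells and 100% = gossypol-treated cells at 36 µM; higher means less SRC3-driven luciferase light from the GAL4 reporter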
ABHD5-PLIN5 inh: ABHD5-PLIN5 interaction inhibitors, primary screen, cell lysate, split luciferase complementation, luminescence. inhibition, % at 4 µM. AID 602281, 2012. Split G. princeps luciferase complementation, 4 h. Perilipin-5 (Homo sapiens) + 1-acylglycerol-3-phosphate O-acyltransferase ABHD5 (Homo …. hit rate 0.78% among 360,000;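 active means inhibition above the mean inhibition across every tested compound plus 3 SD, cut at about 22% in these data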;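 further: 0% = DMSO only wells and the 100% control is not disclosed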
TROY NFkB inh: inhibitors of TROY-driven NF-kB signaling, primary screen, Q293 LMP1-TROYcd cells, NF-kB luciferase, uHTS. hit rate 0.98% among 360,000. inhibition, % at 10 µM. Q293 LMP1-TROYcd NF-kB luciferase reporter, 4 h;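 active means compounds whose plate-normalised and pattern-corrected inhibition of the luciferase reporter signal at the single screening dose is 50% or more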
NOD2 RIPK2 PPI: NOD2-RIPK2 binding disruptors in cells, primary screen, fluorescence, CHO cells, BLA complementation | Receptor-interacting serine/threonine-protein kinase 2 (Homo sapiens), O43353 | CCF4 ratio | hit rate 0.38% among 360,000 | inhibition, % at 4.98 µM; in the data active means inhibition above about 21%;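 further: 0% = vehicle only and 100% = reference blocker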
SRC2 inh: inhibition of GAL4-SRC2 driven luciferase reporter, primary screen, SRC2 inhibitor project, cell-based, luminescence. Nuclear receptor coactivator 2 (Homo sapiens), Q15596. HEK293 GAL4-SRC2 luciferase reporter. inhibition, % at 9 µM. hit rate 0.17% among 370,000;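 active means inhibition above the mean inhibition of all tested compounds plus 3 SD, set per campaign, cut at about 52% in these data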;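 further: 0% = DMSO treated cells and 100% = cells given Gossypol at 36 µM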
TWEAK-Fn14 inh: inhibitors of TWEAK-Fn14 signaling, primary screen, luciferase reporter cells, uHTS | TWEAK-stimulated Fn14 reporter cells, luciferase luminescence, 8 h | inhibition, % at 10 µM | hit rate 2% among 360,000 | AID 1159606, 2016; in the data active means inhibition above about 50%
COUP-TFII inh: NR2F2 transcriptional activity inhibitors, primary screen, cell-based, luciferase reporter, HEK293T, luminescence; HEK293T NGFI-A luciferase reporter; hit rate 0.7% among 370,000; inhibition, % at 8.6 µM;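 active means inhibition above a per-plate cutoff, mean inhibition of test wells between control levels plus 3 SD, cut at about 38% in these data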;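 further: cells cotransfected with COUP-TFII expression vector driving the NGFI-A reporter; 0% = median of COUP-TF2 test wells and 100% = reporter-only cells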
Granule exo inh: LAMP-1 surface exposure blockers, TALL-104 cells – cell-based, flow cytometry, MLPCN library, primary screen. TALL-104 LAMP-1 surface exposure; cells stimulated with thapsigargin and PMA. inhibition, % at 10 µM. hit rate 0.66% among 360,000. AID 651702, 2012;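 active means inhibition above about 55%, limit read from the data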
LRH-1 inv ag: LRH-1 (NR5A2) inverse agonists, primary screen, cell-based, luminescence, HEK293T, StAR-luciferase reporter; Nuclear receptor subfamily 5 group A member 2 (Homo sapiens), O00482; LRH-1 transfected, 24 h; inhibition, % at 3.6 µM; hit rate 0.13% among 360,000;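 active means inhibition above the mean inhibition of all tested compounds plus 3 SD, cut at about 73% in these data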;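 further: 0% = DMSO wells and 100% = reporter-only cells lacking LRH-1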
TLR9-MyD88 block: inhibitors of TLR9-MyD88 association in cells, primary screen, cell-based, CHO, BLA complementation, fluorescence | CCF4 FRET ratio | inhibition, % at 4.98 µM | hit rate 0.21% among 340,000;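 active means inhibition above the mean over all tested compounds plus 3 SD, cut at about 21% in these data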;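 further: 0% = DMSO only wells and 100% = clavulanate BLA inhibitor control wells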
* marks the source's active call; other numbers are inactive results.

A first look:
What do the screens show for `CCc1ccccc1N(CC(=O)N1CCN(c2ccccc2F)CC1)S(C)(=O)=O`?
SRC1 inh: 4; SRC3 inh: 1; ABHD5-PLIN5 inh: 2; TROY NFkB inh: 9; NOD2 RIPK2 PPI: -3; SRC2 inh: 1; TWEAK-Fn14 inh: -2; COUP-TFII inh: 9; Granule exo inh: 2; LRH-1 inv ag: 14; TLR9-MyD88 block: 9

Results for N#Cc1ccc(C(=O)N2CCN(c3ncccn3)CC2)cc1 ?
SRC1 inh: 8; SRC3 inh: 7; ABHD5-PLIN5 inh: -4; TROY NFkB inh: 5; NOD2 RIPK2 PPI: -7; SRC2 inh: -3; TWEAK-Fn14 inh: 6; COUP-TFII inh: -2; Granule exo inh: -5; LRH-1 inv ag: -2; TLR9-MyD88 block: -8

The list itself, previewed entries included:
What do the screens show for `CCc1ccccc1N(CC(=O)N1CCN(c2ccccc2F)CC1)S(C)(=O)=O`?
SRC1 inh: 4; SRC3 inh: 1; ABHD5-PLIN5 inh: 2; TROY NFkB inh: 9; NOD2 RIPK2 PPI: -3; SRC2 inh: 1; TWEAK-Fn14 inh: -2; COUP-TFII inh: 9; Granule exo inh: 2; LRH-1 inv ag: 14; TLR9-MyD88 block: 9

Results for N#Cc1ccc(C(=O)N2CCN(c3ncccn3)CC2)cc1 ?
SRC1 inh: 8; SRC3 inh: 7; ABHD5-PLIN5 inh: -4; TROY NFkB inh: 5; NOD2 RIPK2 PPI: -7; SRC2 inh: -3; TWEAK-Fn14 inh: 6; COUP-TFII inh: -2; Granule exo inh: -5; LRH-1 inv ag: -2; TLR9-MyD88 block: -8

What do the screens show for `CC(c1ccc2c(c1)OCO2)n1c(=S)[nH]c2ccccc2c1=O` (stereo not given)?
SRC1 inh: 3; SRC3 inh: 2; ABHD5-PLIN5 inh: -17; TROY NFkB inh: 2; NOD2 RIPK2 PPI: 0; SRC2 inh: 4; TWEAK-Fn14 inh: 13; COUP-TFII inh: -10; Granule exo inh: -7; LRH-1 inv ag: 9; TLR9-MyD88 block: -18

How did COc1ccc(C(=O)OCC(=O)NCCN2C(=O)CSC2=O)cc1[N+](=O)[O-] do in these assays?
SRC1 inh: -23; SRC3 inh: -14; ABHD5-PLIN5 inh: -3; TROY NFkB inh: -3; NOD2 RIPK2 PPI: -8; SRC2 inh: -10; TWEAK-Fn14 inh: -3; COUP-TFII inh: 5; Granule exo inh: 0; LRH-1 inv ag: 7; TLR9-MyD88 block: 10

What do the screens show for `O=C(O)C1CC(=O)N(C2CCCCC2)C1c1ccccc1` (stereo not given)?
SRC1 inh: 2; SRC3 inh: 2; ABHD5-PLIN5 inh: 1; TROY NFkB inh: 3; NOD2 RIPK2 PPI: -5; SRC2 inh: -17; TWEAK-Fn14 inh: 4; COUP-TFII inh: -15; Granule exo inh: 0; LRH-1 inv ag: -10; TLR9-MyD88 block: 11

Results for COc1cccc(C(c2c(NC(=O)c3ccco3)sc(C)c2C)N2CCOCC2)c1 (stereo not given) ?
SRC1 inh: 25; SRC3 inh: 20; ABHD5-PLIN5 inh: -5; TROY NFkB inh: 36; NOD2 RIPK2 PPI: -4; SRC2 inh: -9; TWEAK-Fn14 inh: 82*; COUP-TFII inh: 8; Granule exo inh: -2; LRH-1 inv ag: -9; TLR9-MyD88 block: -3

How did O=C(CSc1ncccn1)N1CCN(C(c2ccccc2)c2ccccc2)CC1 do in these assays?
SRC1 inh: -14; SRC3 inh: 8; ABHD5-PLIN5 inh: 1; TROY NFkB inh: -13; NOD2 RIPK2 PPI: -5; SRC2 inh: -18; TWEAK-Fn14 inh: 6; COUP-TFII inh: 6; Granule exo inh: 3; LRH-1 inv ag: 0; TLR9-MyD88 block: -4

What do the screens show for `COc1cccc(-c2ccc(SCC(=O)c3ccccc3)nn2)c1`?
SRC1 inh: -24; SRC3 inh: -10; ABHD5-PLIN5 inh: -7; TROY NFkB inh: -14; NOD2 RIPK2 PPI: 3; SRC2 inh: -4; TWEAK-Fn14 inh: -38; COUP-TFII inh: -9; Granule exo inh: -2; LRH-1 inv ag: -8; TLR9-MyD88 block: 3

What do the screens show for `CCOc1ccc(OCCn2nnc3ccccc3c2=O)cc1`?
SRC1 inh: -96; SRC3 inh: -75; ABHD5-PLIN5 inh: -1; TROY NFkB inh: -41; NOD2 RIPK2 PPI: 1; SRC2 inh: -39; TWEAK-Fn14 inh: 1; COUP-TFII inh: -40; Granule exo inh: 0; LRH-1 inv ag: -124; TLR9-MyD88 block: 5

Results for COc1ccc(S(=O)(=O)N2CC(O)CC2C(=O)OCC(=O)Nc2ccc(Cl)cn2)cc1 (stereo not given) ?
SRC1 inh: -8; SRC3 inh: 20; ABHD5-PLIN5 inh: -1; TROY NFkB inh: 0; NOD2 RIPK2 PPI: 8; SRC2 inh: 2; TWEAK-Fn14 inh: -7; COUP-TFII inh: 1; Granule exo inh: -2; LRH-1 inv ag: -23; TLR9-MyD88 block: 3

How did Nc1nc(Br)c2ccccc2c1-c1ccccc1 do in these assays?
SRC1 inh: -7; SRC3 inh: 1; ABHD5-PLIN5 inh: -5; TROY NFkB inh: 1; NOD2 RIPK2 PPI: -1; SRC2 inh: -40; TWEAK-Fn14 inh: -14; COUP-TFII inh: -15; Granule exo inh: 11; LRH-1 inv ag: -20; TLR9-MyD88 block: -4

What do the screens show for `Cc1cc(=O)c2cccc(Br)c2[nH]1`?
SRC1 inh: 8; SRC3 inh: 19; ABHD5-PLIN5 inh: 4; NOD2 RIPK2 PPI: -9; SRC2 inh: 3; TWEAK-Fn14 inh: 18; COUP-TFII inh: -4; Granule exo inh: -2; LRH-1 inv ag: -6; TLR9-MyD88 block: 7

Results for Cc1nnc(SCCn2c(N3CCC(C)CC3)nc3c2c(=O)[nH]c(=O)n3C)s1 ?
SRC1 inh: -12; SRC3 inh: -3; ABHD5-PLIN5 inh: 6; TROY NFkB inh: -10; NOD2 RIPK2 PPI: -14; SRC2 inh: 0; TWEAK-Fn14 inh: -5; COUP-TFII inh: 3; Granule exo inh: -3; LRH-1 inv ag: -7; TLR9-MyD88 block: 5

Results for c1ccc(Oc2cccc(NC3=NCCC3)c2)cc1 ?
SRC1 inh: 6; SRC3 inh: 11; ABHD5-PLIN5 inh: 9; TROY NFkB inh: -3; NOD2 RIPK2 PPI: -2; SRC2 inh: -17; TWEAK-Fn14 inh: 7; COUP-TFII inh: 3; Granule exo inh: 1; LRH-1 inv ag: -4; TLR9-MyD88 block: 6

Results for O=C1CCC(C(=O)Nc2cc(C(F)(F)F)ccc2-n2cncn2)=NN1 ?
SRC1 inh: 1; SRC3 inh: 5; ABHD5-PLIN5 inh: 0; TROY NFkB inh: 6; NOD2 RIPK2 PPI: -4; SRC2 inh: -14; TWEAK-Fn14 inh: 8; COUP-TFII inh: 1; Granule exo inh: -4; LRH-1 inv ag: 24; TLR9-MyD88 block: -14

How did COc1cc(C(=O)NCC(=O)N/N=C/c2ccc(-c3cccc([N+](=O)[O-])c3)o2)cc(OC)c1OC do in these assays?
SRC1 inh: -10; SRC3 inh: 3; ABHD5-PLIN5 inh: 0; TROY NFkB inh: 11; NOD2 RIPK2 PPI: -1; SRC2 inh: -14; TWEAK-Fn14 inh: 3; COUP-TFII inh: 0; Granule exo inh: -7; LRH-1 inv ag: -5; TLR9-MyD88 block: 0

Results for COc1ccc(/C=N/NC(=O)c2ccc(O)cc2)cc1CN1CCCc2ccccc21 ?
SRC1 inh: -53; SRC3 inh: -16; ABHD5-PLIN5 inh: -3; TROY NFkB inh: -3; NOD2 RIPK2 PPI: 1; SRC2 inh: -45; TWEAK-Fn14 inh: 28; COUP-TFII inh: -46; Granule exo inh: 0; LRH-1 inv ag: -28; TLR9-MyD88 block: 9

What do the screens show for `COc1ccc(-n2nccc2-c2nn(-c3cccc(OC)c3)c(=O)n(C)c2=O)cc1`?
SRC1 inh: 13; SRC3 inh: 19; ABHD5-PLIN5 inh: 2; TROY NFkB inh: 5; NOD2 RIPK2 PPI: -12; SRC2 inh: 12; TWEAK-Fn14 inh: 0; COUP-TFII inh: 9; Granule exo inh: -27; LRH-1 inv ag: 0; TLR9-MyD88 block: -2

How did CCn1cc(C(=O)NCc2ccco2)c(=O)c2cc(S(=O)(=O)N3CCCCCC3)ccc21 do in these assays?
SRC1 inh: 13; SRC3 inh: 34; ABHD5-PLIN5 inh: 10; TROY NFkB inh: 5; NOD2 RIPK2 PPI: 0; SRC2 inh: 11; TWEAK-Fn14 inh: 25; COUP-TFII inh: 4; Granule exo inh: 3; LRH-1 inv ag: 3; TLR9-MyD88 block: -7

How did COc1ccc(C(=O)C2CCCN(Cc3cn[nH]c3-c3ccccc3)C2)cc1OC (stereo not given) do in these assays?
SRC1 inh: -36; SRC3 inh: 2; ABHD5-PLIN5 inh: -7; TROY NFkB inh: -7; NOD2 RIPK2 PPI: 3; SRC2 inh: -17; TWEAK-Fn14 inh: -38; COUP-TFII inh: -20; Granule exo inh: 0; LRH-1 inv ag: 12; TLR9-MyD88 block: 0

How did O=C(COc1ccc([N+](=O)[O-])cc1)Nc1cccnc1 do in these assays?
SRC1 inh: 0; SRC3 inh: 14; ABHD5-PLIN5 inh: -3; TROY NFkB inh: 2; NOD2 RIPK2 PPI: -3; SRC2 inh: -23; TWEAK-Fn14 inh: 5; COUP-TFII inh: 7; Granule exo inh: -1; LRH-1 inv ag: -10; TLR9-MyD88 block: -1

How did COc1ccc(/C=N\NC(=O)COc2ccccc2Cl)cc1Cn1nc(C)cc1C do in these assays?
SRC1 inh: 10; SRC3 inh: 12; ABHD5-PLIN5 inh: -2; TROY NFkB inh: 5; NOD2 RIPK2 PPI: -11; SRC2 inh: 22; TWEAK-Fn14 inh: 3; COUP-TFII inh: -1; Granule exo inh: -2; LRH-1 inv ag: -14; TLR9-MyD88 block: 11

How did CCN1C(=O)[C@H]2[C@@H](c3ccc(-c4ccc(OC)cc4)cc3)N3CCCC[C@@]3(C(=O)OC)[C@H]2C1=O do in these assays?
SRC1 inh: 6; SRC3 inh: 1; ABHD5-PLIN5 inh: -9; TROY NFkB inh: 25; NOD2 RIPK2 PPI: -15; SRC2 inh: -18; TWEAK-Fn14 inh: 34; COUP-TFII inh: 0; Granule exo inh: -7; LRH-1 inv ag: -10; TLR9-MyD88 block: 0

What do the screens show for `CC(C)C(C(=O)Nc1ncn[nH]1)N1C(=O)c2ccccc2C1=O` (stereo not given)?
SRC1 inh: 12; SRC3 inh: 9; ABHD5-PLIN5 inh: 11; TROY NFkB inh: 16; NOD2 RIPK2 PPI: 14; SRC2 inh: -13; TWEAK-Fn14 inh: 2; COUP-TFII inh: -5; Granule exo inh: -4; LRH-1 inv ag: 14; TLR9-MyD88 block: 3

These rows are one share of the data. The share of hits here may be higher or lower than overall.
